Screening results as filed in PubChem BioAssay.
VIM-2 inhibitor: blocks Pseudomonas aeruginosa VIM-2 metallo-beta-lactamase. purified VIM-2, nitrocefin hydrolysis, epi-absorbance fluorescence. inhibition, % at 5.6 µM. 290,000 compounds, 0.89% hits. AID 1527;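 active = inhibition above the mean of all tested compounds plus 3 SD, cutoff set per screening run, cut at about 7.5% in these data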;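 also: red hydrolysis product quenches plate fluorescence so inhibitors raise well fluorescence; 0% = enzyme with DMSO and 100% = DMSO without enzyme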
SUMO HTRF inh: SUMOylation inhibition; inhibition, % at 35 µM; 290,000 compounds, 0.36% hits; P63279; HTRF SUMOylation assay, SAE1/SAE2 + UBC9, in vitro; in the data active = inhibition above about 50%, passing the limit was not always enough; also: strong numbers were not always called active
IMP-1 inh: blocks Pseudomonas aeruginosa IMP-1 metallo-beta-lactamase. inhibition, % at 5.6 µM. purified IMP-1, nitrocefin hydrolysis, epi-absorbance fluorescence. 290,000 compounds, 0.45% hits;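 active = inhibition above the mean plus 3 SD of all compounds in the same screening run, cut at about 4.5% in these data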;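 also: 0% = IMP-1 with DMSO and 100% = DMSO wells lacking enzyme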
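System: purified recombinant IMP-1 beta-lactamase. Medium: Zinc- and detergent-supplemented HEPES buffer, pH 7.1. Compound: one 5.6 µM dose […]. Schedule: 15 min preincubation plus 25 min reaction at 25 °C. Technique: Epi-absorbance fluorescence, 480 nm excitation, 530 nm emission.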
NS3 helicase inh: inhibitors of Hepatitis C virus NS3 helicase. 290,000 compounds, 0.56% hits. inhibition, % at 10.9 µM. NS3 helicase DNA unwinding, Cy5 molecular beacon fluorescence;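 active = inhibition above the mean of all tested compounds plus 3 SD, set per campaign, cut at about 35% in these data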;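 also: 0% = DMSO wells and 100% = thioflavine S control wells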
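System: Hepatitis C virus NS3 helicase domain fragment enzyme | Reagent: Annealed dual-labelled DNA beacon duplex, ATP-started | Compound dosing: 10.9 µM single point, 0.8% DMSO | Incubation: 1 h reaction at 25 °C, ATP-initiated | Technique: Cy5 fluorescence | Evaluation: Percent inhibition from t60/t0 fluorescence ratio | Benchmarks: Low DMSO, high thioflavine S at 110 µM | Replication: Singlicate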
IDE act: IDE (human) activation, cell-based. HEK cells, FAbeta-B cleavage, fluorescence polarization; 0% vehicle, 100% cell-free pure enzyme wells. activation, % at 5.96 µM. 340,000 compounds, 0.073% hits. AID 493087;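 active = activation above the mean of all tested compounds plus 3 SD, set per screening campaign, cut at about 17% in these data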
M18AAP inhibitor: PfM18AAP enzyme inhibition; recombinant PfM18AAP, H-Glu-NHMec fluorogenic cleavage; inhibition, % at 7.35 µM; 290,000 compounds, 1.2% hits; AID 1822;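 active = inhibition above the campaign mean inhibition over all tested compounds plus 3 SD, cut at about 28% in these data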;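 also: 0% = plate median of test compound wells and 100% = 2 mM ZnCl2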
IDE inh: inhibits human insulin-degrading enzyme in HEK cells; 320,000 compounds, 0.41% hits; inhibition, % at 5.59 µM; FAbetaB cleavage, fluorescence polarization; P14735;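 active = percent inhibition above the average of all tested compounds plus 3 SD, set per screening campaign, cut at about 16% in these data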;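 also: IDE supplied by intact live HEK cells; FP after avidin binding of uncleaved biotin substrate so inhibition keeps polarization high; 0% = DMSO wells and 100% = 60 µM reference IDE inhibitor Ii1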
FID counter: fluorescent intercalator displacement, NS3 helicase counter-screen. inhibition, % at 7.9 µM. DNA fluorescent intercalator displacement, fluorescence. 290,000 compounds, 0.17% hits. AID 1845; in the data active = inhibition above about 37%;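 also: 0% = vehicle and 100% = reference compound; higher means more ethidium bromide displaced from hairpin DNA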
p-CIP stab down: lowers stability of the mouse p/CIP coactivator protein; Q05BA5; F442A p/CIP-EGFP cells, EGFP fluorescence, 16 h; decrease of EGFP signal, % at 10 µM; 290,000 compounds, 0.01% hits; AID 1984;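 active = EGFP signal decrease of at least 30% at 10 µM or well 3 SD below plate mean, unless failing retest; inactive = the rest, including hits failing retest or dose response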; also: some compounds called inactive have numbers as strong as hits; many of its hits are not listed in these tables
Target sequence (Q05BA5 1-1403): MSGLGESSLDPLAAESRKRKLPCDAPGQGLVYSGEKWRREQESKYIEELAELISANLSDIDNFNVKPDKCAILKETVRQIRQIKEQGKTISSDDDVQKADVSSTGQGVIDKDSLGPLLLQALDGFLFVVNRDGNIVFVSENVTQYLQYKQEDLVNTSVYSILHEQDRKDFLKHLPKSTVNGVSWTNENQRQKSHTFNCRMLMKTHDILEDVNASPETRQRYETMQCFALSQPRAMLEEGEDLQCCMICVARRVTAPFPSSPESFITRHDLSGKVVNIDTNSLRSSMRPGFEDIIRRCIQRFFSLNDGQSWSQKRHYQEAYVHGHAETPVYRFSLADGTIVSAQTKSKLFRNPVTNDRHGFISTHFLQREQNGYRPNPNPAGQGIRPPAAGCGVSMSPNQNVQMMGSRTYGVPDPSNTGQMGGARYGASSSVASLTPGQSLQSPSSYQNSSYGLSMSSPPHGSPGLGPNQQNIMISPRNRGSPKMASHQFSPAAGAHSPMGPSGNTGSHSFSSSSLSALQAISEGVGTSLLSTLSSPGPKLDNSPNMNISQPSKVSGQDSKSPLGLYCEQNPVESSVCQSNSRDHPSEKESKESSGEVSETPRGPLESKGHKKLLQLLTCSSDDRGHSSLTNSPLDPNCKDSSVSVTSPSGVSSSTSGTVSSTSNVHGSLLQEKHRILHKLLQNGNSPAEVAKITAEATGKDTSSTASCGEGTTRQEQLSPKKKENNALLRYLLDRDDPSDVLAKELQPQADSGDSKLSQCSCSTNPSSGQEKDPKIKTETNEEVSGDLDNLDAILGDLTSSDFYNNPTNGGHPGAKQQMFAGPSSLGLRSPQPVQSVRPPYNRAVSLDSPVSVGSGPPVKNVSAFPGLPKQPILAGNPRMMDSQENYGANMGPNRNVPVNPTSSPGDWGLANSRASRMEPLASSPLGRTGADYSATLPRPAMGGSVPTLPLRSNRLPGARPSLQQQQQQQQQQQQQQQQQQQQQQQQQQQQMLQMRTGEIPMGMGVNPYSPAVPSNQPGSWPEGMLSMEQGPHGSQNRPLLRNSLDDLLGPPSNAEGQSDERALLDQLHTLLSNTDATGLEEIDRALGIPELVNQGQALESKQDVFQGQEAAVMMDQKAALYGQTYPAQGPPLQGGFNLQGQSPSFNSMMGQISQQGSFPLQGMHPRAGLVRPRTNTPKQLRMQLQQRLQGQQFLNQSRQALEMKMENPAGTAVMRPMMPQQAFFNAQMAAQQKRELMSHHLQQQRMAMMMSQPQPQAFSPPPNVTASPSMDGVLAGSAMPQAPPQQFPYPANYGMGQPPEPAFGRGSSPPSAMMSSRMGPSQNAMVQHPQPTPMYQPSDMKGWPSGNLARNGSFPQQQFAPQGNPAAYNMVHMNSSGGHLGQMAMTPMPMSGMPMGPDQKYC
Active calls of the source: *; / = not tested or not shown.

SMILES	VIM-2 inhibitor	SUMO HTRF inh	IMP-1 inh	NS3 helicase inh	IDE act	M18AAP inhibitor	IDE inh	FID counter	p-CIP stab down
O/N=C(/CN(O)/C=C1/C=CC=N1)c1cccs1	-4.2	-10	-4.1	3	0	2	-3	1	-12
COc1ccccc1NC(=O)CN1CCN(CC(=O)Nc2ccc(OCc3ccccc3)cc2)CC1	-4.0	-14	-2.3	-6	-1	-4	5	-3	-5
Cn1c(N)c(C(=O)CSc2ccc3c(c2)OCCO3)c(=O)n(C)c1=O	-3.4	1	-6.1	4	0	-2	0	-4	-11
O=C(NCc1ccccc1Cl)C1CCN(S(=O)(=O)N2CCCC2)CC1	-3.6	6	-1.9	-1	2	-12	-2	-13	-14
Cc1cccc(NC(=O)Cn2nc(-c3cccs3)ccc2=O)c1C	-0.1	22	-2.1	1	-2	2	2	-25	-5
Cc1ccc(N=C(NO)c2cnccc2C(F)(F)F)c(C)c1	0.2	23	-1.7	1	3	-1	-3	-17	-8
CC(C)Cc1ccc(-c2cc(=O)[nH][nH]2)cc1	-3.9	23	-2.5	7	/	6	-5	-17	0
CCN(CC)S(=O)(=O)c1ccc(NS(=O)(=O)c2ccc(C)c(C)c2)cc1	-3.4	21	-4.3	-4	5	-4	-2	-17	-5
Cc1cc(S(=O)(=O)NCCN2CCOCC2)c(C)s1	-2.8	-7	-1.3	-1	-1	-2	4	3	-2
COc1ccc(N(CC(=O)NC2CCCCC2)C(=O)CNC(=O)c2ccco2)cc1	-1.1	-4	-2.9	-12	6	1	0	-19	3
Nc1ccc(-c2cnc[nH]2)cc1[N+](=O)[O-]	-0.5	13	-2.2	-12	0	7	-2	2	9
Cc1cc(-c2ccc(N3C(=O)CCC3=O)c(C)c2)ccc1N1C(=O)CCC1=O	-2.1	2	-2.2	-8	5	-6	6	-3	2
CCc1ccc(N(CC(=O)NC(C)C)C(=O)CCC(=O)Nc2nccs2)cc1	-0.7	10	2.0	-7	-2	-8	1	-35	-11
CCOC(=O)C1CCN(C(=O)Cn2cc3c(n2)CCC(C)C3)CC1 (configuration not stated)	0.2	3	-1.8	4	5	2	1	0	-5
N#CCCN1CCN(S(=O)(=O)c2ccc3c(c2)OCCCO3)CC1	-4.3	25	-3.7	-9	-1	3	-5	-2	-18
O=C(COC(=O)C1CC1)Nc1ccc(N=Nc2ccccc2)cc1	-8.5	-9	-2.2	3	3	-4	-4	-6	-6
CCNC(=O)NC(=O)C(C)Sc1nc2ccccc2c(=O)n1-c1cccnc1 (configuration not stated)	-1.1	-8	-3.2	12	0	5	4	-19	15
CC(C)c1cccc(C(C)C)c1NC(=O)CN1C(=O)NC2(CCCC2)C1=O	1.3	17	-2.2	-9	2	-8	-6	-7	-6
Cc1ccc2c(NC(=O)c3ccco3)cccc2n1	-0.6	4	-2.2	7	-5	3	3	-7	1
O=C(c1cc(-c2cccc(Cl)c2)on1)N1CCN(c2ccccc2)CC1	-1.3	8	-2.8	-5	0	2	-2	-19	-5
COc1cc(-c2cc(-c3ccc(N)cc3)[nH]c(=O)c2C#N)cc(OC)c1OC	-1.2	12	-3.1	8	-12	7	14	-26	-28
Cc1oc(-c2ccccc2Cl)nc1CSCC(=O)O	-2.0	20	-4.6	1	6	5	3	-28	-4
O=C(Cn1c2[n+](c3ccc(C(F)(F)F)cc31)CCCCC2)c1ccc2c(c1)OCCO2	-2.8	29	-2.7	-7	0	2	-8	9	-8
CCOc1ccc(/C(C)=N/NC(=O)Cn2nc([N+](=O)[O-])cc2C)cc1	-0.7	16	-0.3	-14	3	-9	-9	-8	-12
O=C(COc1ccc(Cl)cc1Cl)N1CCCN(C(=O)COc2ccc(Cl)cc2Cl)CC1	-1.6	-11	-0.2	-28	-2	4	-1	-24	-4
Cc1[nH]c2ccccc2c1C(=O)CN1CCC(C)CC1	0.6	13	-2.6	12	6	0	-1	3	-6
CNC(=O)CCc1ccc(OC)cc1	-1.3	5	-2.5	-11	9	0	2	2	-2
O=C1c2ccccc2C(=O)N1CCCC(=O)N1CCc2ccccc21	-3.3	5	-3.7	1	2	2	-1	-1	3
COC(=O)Cc1cc(=O)n2c(nc3ccccc32)[nH]1	-2.9	/	-2.9	-1	2	0	-3	-1	/
CCOC(=O)N1CCN(c2nc3c(c(=O)[nH]c(=O)n3C)n2Cc2ccccc2Cl)CC1	-1.7	5	-0.5	8	/	-1	/	-3	6
CC(=O)Nc1ccc(S(=O)(=O)NNC(=O)c2cccc(Br)c2)cc1	-1.2	13	0.2	-5	3	9	-3	-1	-8
O=C(C1CCCO1)N1CCN(C(=S)Nc2ccc(F)c(Cl)c2)CC1 (configuration not stated)	-2.5	1	-3.3	6	-1	8	1	0	-11
Cc1ccc(Nc2cc(C)nc3c(C)cccc23)cc1	4.4	8	-2.3	5	2	-4	7	2	-10
CCOC(=O)N1CCN(Cc2ccc(F)cc2F)CC1	-0.3	23	-2.0	-29	-3	0	3	2	-2
O=C(/C=C/c1cccc([N+](=O)[O-])c1)Nc1ccc(Cl)cn1	1.5	11	-1.3	6	-2	-18	3	0	0
CCN1C(=O)C(CC(=O)NC)N(NC(=O)c2ccccc2)C1=S (configuration not stated)	-1.9	18	-4.8	0	5	5	7	-12	-16
COCc1nnc(NC(=O)c2ccc3c(c2)OCO3)s1	-2.9	2	-2.4	0	3	-3	4	3	3
Cc1ccc(-n2c(SCC(N)=O)nnc2-c2cnccn2)cc1	-3.0	15	-4.1	-2	/	0	2	-3	3
COc1ccc(Cn2c(-c3ccccc3)nc3c(c(=O)c4ccccc4n3C)c2=O)cc1	-3.3	4	-3.8	-23	0	3	9	-5	-5
CC(=O)Nc1ccc(Nc2nc(C(F)(F)F)nc3c2nnn3Cc2ccccc2Cl)cc1	-0.1	13	-1.5	-8	-10	1	1	-5	-10
CCCC(=O)N1CCN(c2ccc(NC(=O)c3ccc(Br)o3)cc2)CC1	-4.7	14	-3.3	-1	1	11	9	-25	2
CCN1/C(=C/c2ccc3cc(C)cc(C)c3[n+]2CC)Sc2cc(C)ccc21	-1.2	-22	-1.4	-64	-186	10	/	-15	-192
CCOC(=O)Cc1csc(Nc2c(C)n(C)n(-c3ccccc3)c2=O)n1	-4.4	27	-2.2	2	-4	1	-1	-12	-7
c1ccc2c(c1)NCC1CCCN21 (configuration not stated)	3.2	5	-25	9	7	37*	1	1	-10
COC(=O)c1ccc(N2CCN(C(=O)C3CC3)CC2)c([N+](=O)[O-])c1	-0.3	8	-1.5	-6	3	0	0	-9	3
COc1ccc(NC(=O)c2cccc(S(=O)(=O)N3CCc4ccccc43)c2)cn1	-0.6	-10	-1.3	-2	0	3	-3	-12	12
CCCC(=O)N1CCC(O)(c2cccc(F)c2)CC1	0.1	-18	0.1	6	0	-13	6	-2	0
O=C(Nc1cccn2ncnc12)c1ccc(Cl)cc1	1.0	-10	2.1	-5	0	7	3	3	10
Cc1ccc(NC(=O)c2nnn(-c3cc(C)cc(C)c3)c2N)cc1	-3.8	18	-3.1	-6	-4	4	-1	-19	-3
CN(C(=O)Nc1ccccc1)C1CCS(=O)(=O)C1 (configuration not stated)	-2.0	9	-1.5	1	6	3	2	4	6
COc1ccc(/C=c2\s/c(=C\C(=O)C(C)(C)C)[nH]c2=O)cc1O	0.6	12	-0.3	-7	4	19	-2	-6	-7
CN(C)/C=C(/C#N)C(=O)c1cccc(Oc2ccc(C(C)(C)C)cc2)c1	-1.3	8	-2.0	-4	-1	-3	5	-32	-3
O/N=C/c1ccnc(SCc2ccccc2)n1	-2.6	1	-4.3	-8	3	12	9	-1	-4
O=[N+]([O-])c1cc(Cl)cc(/C=N/NC(=S)Nc2cc(S(=O)(=O)N3CCOCC3)ccc2Cl)c1O	-2.7	100*	-0.2	40*	0	17	2	-2	0
CCCC(c1nnnn1C(C)(C)CC)N(Cc1ccco1)Cc1cc2ccc(OC)cc2[nH]c1=O (configuration not stated)	-2.0	9	-4.0	0	3	20	/	-29	-8
COCCNC(=O)CSc1n[nH]c(=O)n1CCc1ccccc1	3.3	-2	0.1	12	6	7	2	-2	0
Cc1cc(C(=O)NCc2cccs2)cs1	-3.0	3	-2.2	-2	5	-12	1	-1	-5
COc1ccc(C(=O)Nc2nnc(C(F)(F)F)s2)cc1	-1.3	15	-3.9	5	3	2	-3	7	-4
CC1CCN(C(=O)CSc2nnc(CNC(=O)c3ccc(F)cc3)o2)CC1	-0.9	14	-4.4	3	2	2	-4	-20	-3
CCSc1ccc(C(=O)NCC(=O)O)cc1	-0.7	9	-2.6	1	4	0	-2	-3	-18

(list continues)
SMILES	VIM-2 inhibitor	SUMO HTRF inh	IMP-1 inh	NS3 helicase inh	IDE act	M18AAP inhibitor	IDE inh	FID counter	p-CIP stab down
O=C(Nc1ccc(F)cc1)C1CC(=O)n2cnnc2N1 (configuration not stated)	-3.2	19	-1.6	-1	0	-1	3	-1	-2
COCCN=C1N[C@@H](c2cccc(C(F)(F)F)c2)C(C(=O)OC)=C(C)N1Cc1ccccc1	-1.3	0	-4.7	-139	2	-4	7	30	-5
OCCN(CCO)c1ncnc2c1sc1nc(N3CCOCC3)c3c(c12)CCCC3	9.0*	12	-2.5	-10	3	-2	7	-15	-6
Cc1nc2scc(C)n2c(=O)c1S(=O)(=O)N1CCN(c2ccc([N+](=O)[O-])cc2)CC1	-2.9	-2	-1.9	-2	7	-3	1	-5	2
O=S(=O)(CCN(CCS(=O)(=O)C(F)(F)F)CC1CCCO1)C(F)(F)F (configuration not stated)	-2.4	-12	-2.6	-1	0	3	-4	-1	3
COC(=O)[C@H](Cc1c[nH]c2ccccc12)NC(=O)NCc1ccccc1	1.3	-5	1.1	2	1	0	2	-8	-7
Fc1cc2ncn(Cc3ccccc3)c2cc1F	-3.3	12	-1.6	-3	5	1	2	0	-6
CN1CCc2nc3ccccc3c(C(=O)OCC(=O)N(CCC#N)c3ccccc3)c2C1	-2.4	8	0.4	-5	-4	0	3	-2	-2
O=C(N/N=C/c1ccoc1)c1ccc(Cl)cc1Cl	-2.5	9	-2.3	9	0	-1	-3	-3	-9
CCOC(=O)c1cn(CC)c2cc(N3CCSCC3)c(F)cc2c1=O	-1.5	31	-3.1	1	-4	2	4	-19	-13
Cn1cc(CCC(=O)NCc2ccc3c(c2)OCO3)c2ccccc21	-3.1	8	-3.3	-3	6	10	2	-8	7
Cc1ccc(-c2csc3ncnc(N4CCN(C(=O)c5ccccc5)CC4)c23)cc1	-3.6	4	-0.2	14	2	-2	5	-51	8
CC(NCCN(C)C)C(=O)C12CC3CC(CC(C3)C1)C2 (configuration not stated)	-1.3	2	-2.3	-16	3	3	0	8	-2

An excerpt from above in order of heavy-atom count, rising:
SMILES	VIM-2 inhibitor	SUMO HTRF inh	IMP-1 inh	NS3 helicase inh	IDE act	M18AAP inhibitor	IDE inh	FID counter	p-CIP stab down
O=C(N/N=C/c1ccoc1)c1ccc(Cl)cc1Cl	-2.5	9	-2.3	9	0	-1	-3	-3	-9
COC(=O)[C@H](Cc1c[nH]c2ccccc12)NC(=O)NCc1ccccc1	1.3	-5	1.1	2	1	0	2	-8	-7
Cc1nc2scc(C)n2c(=O)c1S(=O)(=O)N1CCN(c2ccc([N+](=O)[O-])cc2)CC1	-2.9	-2	-1.9	-2	7	-3	1	-5	2
